Luc counter = Counterscreen for Luciferase (Kinase-Glo TM) Inhibition | Kinase-Glo luciferase, ATP luminescence, 8 min | Potency, µM (series often up to 38.3 µM), without a hit: top-dose activity change, negative = inhibition, actives largely listed as inhibitors | 0.28% of 200,000 active | AID 1379, 2008; also: potency is read from the fitted curve at half-maximal effect; % is scaled to controls: 0 for no effect and ±100 for the full control effect; nearly all actives have a fitted effect of over 60% in size
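Recombinant Kinase-Glo luciferase, 10 uM ATP (linear range), luciferin; imidazole pH 7.2 / KCl / MgCl2 / Tween / BSA buffer; 8 min RT; luminescence.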
CBFb RUNX1 block = qHTS Assay for Compounds Blocking the Interaction Between CBF-beta and RUNX1 for the Treatment of Acute Myeloid Leukemia; Runt-related transcription factor 1 (Homo sapiens) + Core-binding factor subunit beta …; AlphaScreen CBFb-His/RUNX1-biotin binding, biochemical; Potency, µM (series often up to 59.8 µM), for the others: at the highest dose activity, negative = inhibition, hits mostly inhibitors; 230,000 tested, under 10 active; AID 1477, 2009; also: % of control where 0% means no effect
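Bead-based AlphaScreen assay; binding partners His-tagged CBF-beta and biotinylated RUNX1 at 30 nM each. Compound exposure 15 min after a 20-min protein preincubation; bead step 90 min; all steps at room temperature.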
Epigenetic derep = Quantitative High-Throughput Screen for Regulators of Epigenetic Control | AID 1865, 2009 | Potency, µM (titrated, usually from 53.9 µM), for the others: top-dose GFP activation, most hits filed as activators | 0.2% of 280,000 active | murine LDR cells, GFP reporter derepression, 30 h; also: potency is read from the fitted curve at half-maximal effect; % of control where 0% means no effect; nearly all actives have a fitted effect of over 60% in size
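Derepression of a silenced CMV-GFP reporter in murine LDR cells is scored by enumerating GFP-positive cells with a laser-scanning microplate cytometer after 30 hours of treatment at 37 C.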
L3MBTL1 block = qHTS Assay for the Inhibitors of L3MBTL1. 0.66% of 230,000 active. Potency, µM (doses to about 57.1 µM), for the others: top-dose activity, negative = inhibition, most hits filed as inhibitors. AlphaScreen L3MBTL1–H3K9me1 peptide binding; also: potency is read from the fitted curve at half-maximal effect; % is scaled to controls: 0 for no effect and ±100 for the full control effect; nearly all actives have a fitted effect of over 60% in size
Target sequence (Q9Y468 whole entry, looked up): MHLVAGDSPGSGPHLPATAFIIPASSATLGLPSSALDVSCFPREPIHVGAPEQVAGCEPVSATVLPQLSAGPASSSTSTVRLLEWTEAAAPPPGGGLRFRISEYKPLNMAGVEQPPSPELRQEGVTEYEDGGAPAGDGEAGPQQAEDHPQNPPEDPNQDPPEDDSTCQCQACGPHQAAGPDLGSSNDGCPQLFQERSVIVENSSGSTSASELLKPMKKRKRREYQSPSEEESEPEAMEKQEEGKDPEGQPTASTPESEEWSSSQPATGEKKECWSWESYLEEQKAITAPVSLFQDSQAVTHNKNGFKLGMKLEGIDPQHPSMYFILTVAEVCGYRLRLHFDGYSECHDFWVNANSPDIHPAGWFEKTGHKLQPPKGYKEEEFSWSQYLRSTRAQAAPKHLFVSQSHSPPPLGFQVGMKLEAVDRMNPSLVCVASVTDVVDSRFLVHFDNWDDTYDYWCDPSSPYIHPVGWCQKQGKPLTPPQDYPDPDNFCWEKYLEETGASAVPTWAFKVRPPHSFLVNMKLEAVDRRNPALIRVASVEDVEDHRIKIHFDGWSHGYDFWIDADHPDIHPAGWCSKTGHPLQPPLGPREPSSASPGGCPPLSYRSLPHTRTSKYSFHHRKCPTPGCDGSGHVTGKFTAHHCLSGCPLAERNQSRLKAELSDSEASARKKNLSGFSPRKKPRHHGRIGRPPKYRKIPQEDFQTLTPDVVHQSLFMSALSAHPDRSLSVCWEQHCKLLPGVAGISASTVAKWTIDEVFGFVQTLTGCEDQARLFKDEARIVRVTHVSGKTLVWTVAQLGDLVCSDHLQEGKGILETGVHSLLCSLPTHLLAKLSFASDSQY
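AlphaScreen assay: L3MBTL1 (50 nM final) was preincubated 30 min at room temperature with biotinylated H3(1-15)K9me1 peptide (75 nM final), then 30 min with library compounds; streptavidin donor and nickel chelate acceptor beads (10 ug/mL final) added, 30 min dark.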
HTT aggregate = qHTS Multiplex Assay to Identify Dual Action Probes in a Cell Model of Huntington: Aggregate Formation (GFP) | AID 1688, 2009 | 1.1% of 220,000 active | PC12 HttQ103-GFP aggregates, Acumen cytometry, 40 h | Potency, µM (top dose mostly 46.1 µM), without a hit: at the top dose activity change, negative = inhibition, most hits filed as inhibitors; also: potency is read from the fitted curve at half-maximal effect; % is scaled to controls: 0 for no effect and ±100 for the full control effect; nearly all actives have a fitted effect of over 60% in size
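Multiplexed with ATP-based cell death, this channel scores GFP aggregates in PC12 cells expressing inducible HTTex1-Q103-GFP. Induction used 100 nM tebufenozide; compounds were tested in concentration series.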
IMPase Li cell = qHTS Assay for Identifying the Cell-Membrane Permeable IMPase Inhibitors: Potentiation with Lithium. CHO-M1 cells, IP1 TR-FRET (IP-One), carbachol + lithium. Potency, µM (titrated, usually from 59.4 µM), inactives show at the top dose activity, negative = IMPase inhibition, hits mostly inhibitors. 0.35% of 210,000 active. AID 1457, 2008;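 also: IP1 builds up when IMPase is blocked and the TR-FRET signal falls; potency is read from the fitted curve at half-maximal effect; plate controls were basal vehicle for no effect and high inhibitor control for full effect; nearly all actives have a fitted effect of over 50% in size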
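CHO-M1, 2000 cells/well, 16–30 h culture; cpd + low Li+, 30 min 37C; lysis with d2-IP1/Eu-anti-IP1 Ab, 10 min RT; TR-FRET 665/620 ratio and 620 channel; AC50 via Hill.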
NPSR antagonist = qHTS Assay for Antagonists of the Neuropeptide S Receptor: cAMP Signal Transduction; CHO-NPSR cells, cAMP TR-FRET, antagonist mode; Q6W5P4; AID 1461, 2008; Potency, µM (top dose mostly 38.3 µM), without a hit: top-dose activity change, negative = inhibition, most hits filed as inhibitors; 1% of 220,000 active; also: potency is read from the fitted curve at half-maximal effect; % is scaled to controls: 0 for no effect and ±100 for the full control effect; nearly all actives have a fitted effect of over 50% in size; many of its hits are not listed in these tables
* hit, by the source's call; u = inconclusive; x = not tested or not shown; & = joins results of further samples; [ ] = remark or other dose. Calls follow the shape of the dose curve; as a rule, active = well fitted curve in the direction sought with a large enough effect; inconclusive = small, poorly fitted or top-dose-only effect, or another doubt; inactive = no such curve, though single readings can be large; an effect the other way counts as inactive or inconclusive. This is a subset; the hit share may differ from the screen's.

Under each structure: Luc counter, CBFb RUNX1 block, Epigenetic derep, L3MBTL1 block, HTT aggregate, IMPase Li cell, NPSR antagonist
- COc1ccc(C(=O)Nc2ccccc2C(=O)NC(Cc2ccc(O)cc2)C(=O)NNC(=O)c2ccc(C)cc2)cc1 (stereo unspecified)
→ -2%, 8%, 0.0%, 7%, 2%, -4%, 5%
- CC(=O)Nc1ccc(OCC(O)CN2CCN(Cc3ccccc3)CC2)cc1 (stereo unspecified)
→ 2%, -2%, -3.0%, -6%, 5%, 14%, 0%[46.1 µM]
- Cc1ccccc1SCC(=O)Nc1cccc(C#N)c1
→ 1%, 4%, 0.0%, x, 0%[9.22 µM], 15%[38.3 µM], -10%[46.1 µM]
- CCOC(=O)C1=C(CSc2nc3ccccc3s2)NC(=O)NC1c1ccc(OC)cc1 (stereo unspecified)
→ 4%, -13%, -2.2%, -8%, u, 14%[38.3 µM], -17%[46.1 µM]
- CC1(C)OC(C(=O)NC2CCCCC2)C(C(=O)NC2CCCCC2)O1 (stereo unspecified)
→ 12%, 3%, -1.1%, 3%, 3%, 3%[38.3 µM], u
- O=C1c2ccccc2C(=O)N1CCc1nc(-c2cccnc2)no1
→ 3%, 0%, 1.2%, x, u, 32%[activator][38.3 µM], -8%[46.1 µM]
- O=C1C(Cc2ccc(Br)cc2)SC(=Nc2ccccc2)N1c1ccccc1 (stereo unspecified)
→ 1%, 19%, -1.0%, 5%, 4%, 9%, -24%
- COc1ccccc1N1CCN(C(=O)c2cnn3cccnc23)CC1
→ 1%, 4%, -0.2%, x, -14%, -11%[38.3 µM], u
- Cc1nc(N2CCOCC2)c2c(C)c(C(=O)Nc3ccccc3Cl)sc2n1
→ 1%, 3%, -0.1%, x, -17%, -22%, -42%
- Cc1csc(SCC(=O)N(C)c2c(N)n(Cc3ccccc3)c(=O)[nH]c2=O)n1
→ 4%, 14%, -0.2%, -1%, 29%, 2%, 1%
- CCOC(=O)N1CCN(C(=O)CN(c2ccc(C)cc2)S(=O)(=O)c2c(C)noc2C)CC1
→ 0%, 3%, -0.8%, 1%, u, 6%[38.3 µM], -1%[46.1 µM]
- Cc1cc2cc(CCNC(=O)c3ccc(Br)o3)c(=O)[nH]c2cc1C
→ 1%, -1%, 4.0%, -3%, 3%, 6%[38.3 µM], 6%[46.1 µM]
- O=C(O)/C=C\C(=O)Nc1ccc(OC(F)F)cc1
→ -3%, -4%, 0.0%, 4%, x, 2%, 7%
- CCc1ccc(NC(=O)C(C)OC(=O)c2ccc(N3CCCC3)c([N+](=O)[O-])c2)cc1 (stereo unspecified)
→ -1%, 1%, 1.1%, 3%, 15%, 9%, -13%[46.1 µM]
- CCOc1ccccc1-c1nc(C(N)=O)c2[nH]c(=O)n(-c3ccc(F)cc3)c2n1
→ 14%, -4%, 0.2%, x, 6%, u, -7%[46.1 µM]
- O=C(CNC(=O)c1cccs1)NCC(=O)OCc1ccc(Cl)cc1
→ -2%, 4%, -0.9%, 3%, 19%, -4%[38.3 µM], 0%[46.1 µM]
- COc1ccccc1N(CC(=O)NCC1CCCO1)C(=O)Cn1nnc(-c2cccs2)n1 (stereo unspecified)
→ -4%, -2%, 0.0%, 2%, -17%[9.22 µM], u, 2%
- CC(C)(C)c1ccc(OC(=O)CN2C(=O)C3C4CCC(C4)C3C2=O)cc1 (stereo unspecified)
→ 0%, -3%, 0.0%, 42%[activator], -14%, 4%, 21%
- CCCn1c(SCC(=O)Nc2c(CC)cccc2CC)nnc1C(C)C
→ -2%, 3%, -1.0%, x, -11%, 26%[38.3 µM], u
- Cc1ccc(C2=NC3(CCCCCC3)NC2=S)cc1
→ -2%, -4%, 1.5%, 7%, 31%, -4%, 10%
- CCC1=[N+](CC(=O)c2ccc(C)cc2)CCn2c(C)ccc21
→ -2%, 11%, 0.0%, -5%, u, 10%, 13%
- CCCONC(=O)Nc1ccccc1[N+](=O)[O-]
→ 4%, 0%, -1.0%, 4%, 6%, 0%, 29%
- O=C(CNC(=S)N(CCCN1CCOCC1)Cc1cccs1)N1CCCCCC1
→ 0%, -10%, 0.4%, -11%, -11%, 9%, -8%
- O=C(O)COc1ccccc1/C=N/NC(=O)CSc1nc2ccccc2n1Cc1ccccc1
→ x, -4%, -2.6%, x, 1%[9.22 µM], x, 6%
- CCOC(=O)C1C(C(=O)OCC)C1(c1ccccc1)c1ccccc1 (stereo unspecified)
→ -2%, 8%, -1.3%, 5%, 0%, 5%, -10%
- CCOC(=O)c1cnn(-c2cccc(Cl)c2)c1N
→ -5%, 4%, -1.0%, x, u, 31%[38.3 µM], -8%[46.1 µM]
- Cc1ccc(C(=O)c2ccccc2C(=O)OCC(=O)NCC2CCCO2)cc1 (stereo unspecified)
→ -1%, -2%, 2.1%, -11%, 15%, 7%, 12%
- O=C(COc1ccccc1[N+](=O)[O-])N/N=C/c1ccc(O)c([N+](=O)[O-])c1
→ 0%, -22%, 1.3%, -23%, -27%, 13%, -23%
- CC1CCC(NC(=O)COc2ccccc2C(N)=O)CC1 (stereo unspecified)
→ -1%, 1%, -1.0%, x, 0%, 31%[activator][38.3 µM], -15%[46.1 µM]
- COC(=O)c1cc(-c2c(C)oc3cc(O)ccc3c2=O)c(C)o1
→ 7%, -1%, -1.9%, -12%, 8%, -14%, -9%[46.1 µM]

Reprinted from the part before: 4 compounds, followed by the next part.
Under each structure: Luc counter, CBFb RUNX1 block, Epigenetic derep, L3MBTL1 block, HTT aggregate, IMPase Li cell, NPSR antagonist
- Cc1ccc(C(=O)c2ccccc2C(=O)OCC(=O)NCC2CCCO2)cc1 (stereo unspecified)
→ -1%, -2%, 2.1%, -11%, 15%, 7%, 12%
- O=C(COc1ccccc1[N+](=O)[O-])N/N=C/c1ccc(O)c([N+](=O)[O-])c1
→ 0%, -22%, 1.3%, -23%, -27%, 13%, -23%
- CC1CCC(NC(=O)COc2ccccc2C(N)=O)CC1 (stereo unspecified)
→ -1%, 1%, -1.0%, x, 0%, 31%[activator][38.3 µM], -15%[46.1 µM]
- COC(=O)c1cc(-c2c(C)oc3cc(O)ccc3c2=O)c(C)o1
→ 7%, -1%, -1.9%, -12%, 8%, -14%, -9%[46.1 µM]
- Cc1ccc2oc(=O)cc(CN3CCN(C/C=C/c4ccccc4)CC3)c2c1
→ x, 2%, 1.1%, -10%, 14%[9.22 µM], x, 36%[7.67 µM]
- O=C(NCCc1ccccc1)N1c2ccccc2Sc2ccccc21
→ -1%, 7%, 1.3%, 5%, -10%, 32%[activator][38.3 µM], u
- CCCC(=O)Nc1ccc(NC(=O)c2ccco2)cn1
→ x, 7%, -2.6%, 4%, 1%, x, -3%[46.1 µM]
- Cn1cc([C@@H]2C[C@H]3CN(C4CCCC4)C(=O)[C@]34CCCN24)c(-c2ccccc2)n1
→ -1%, 2%, 0.1%, 55%[activator], 11%[9.22 µM], 4%, 15%
- O=C(CNS(=O)(=O)c1ccccc1)OCC(=O)c1ccc([N+](=O)[O-])cc1
→ 4%, 4%, 1.6%, 7%, 2%, 3%, 10%
- COc1ccc2c(c1)CCC/C2=N\Nc1nc(C(=O)NN)cs1
→ x, -30%, -1.0%, x, 12%[9.22 µM], x, -3%
- COc1ccc(CC(=O)NNC(=O)CSc2nnc(C)n2-c2ccccc2)cc1
→ 0%, -1%, -1.9%, 5%, 1%, 3%, 14%
- CC(=O)c1c(C)[nH]c(C(=O)OCC(=O)Nc2ncc(Cl)c(C)c2Cl)c1C
→ -4%, 3%, 0.4%, -11%, -8%, -12%[38.3 µM], -22%[46.1 µM]
- CCN(C(=O)c1ccnn1C)c1ccccc1
→ 0%, 0%, -0.9%, 7%, 6%, 0%, 2%
- O=C(CN1C(=O)c2cccc3cccc1c23)N1CCc2ccccc2C1
→ -1%, 27%, 0.0%, 20%, u, -1%, 2%[46.1 µM]
- COc1ccc(-n2c(SCC(=O)NCCC(C)C)nc3ccsc3c2=O)cc1
→ -3%, 2%, -0.9%, -3%, 28%, -10%[38.3 µM], -16%[46.1 µM]
- CSc1nnc(NC(=O)CCc2ccccc2)s1
→ -4%, -19%, -1.2%, -2%, -2%, 28µM*, -9%[46.1 µM]
- O=S(=O)(Cc1ccc(Cl)cc1)c1ncc(CO)n1Cc1ccccc1
→ -1%, 5%, 2.6%, 2%, 0%, 4%, -6%
- CCOc1cc(/C=C2/SC(=S)N(CC(=O)O)C2=O)ccc1OC(=O)c1cccs1
→ x, -9%, 0.0%, -25%, 24%[9.22 µM], x, -9%
- CCC(SC1=Nc2ccccc2C2=NC(CC(C)C)C(=O)N12)C(=O)Nc1ccc2c(c1)OCO2 (stereo unspecified)
→ -1%, -4%, -2.0%, -16%, -1%, 30%[38.3 µM], u
- CC(C)=CCc1c2c(c3occ(-c4ccc(O)c(O)c4)c(=O)c3c1O)C=CC(C)(C)O2
→ -5%[7.66 µM], 9%, u, x, x, -1%&15%, x
- CCCCCC(=O)/C=C/C=C\CCCCCCCC(=O)O
→ 0%, -2%&6%, 1.9%&-0.3%, x, x, 5%&19%, x
- CC(c1ccon1)N(C)C(=O)c1ccc(OC2CCN(C(=O)C3CC3)CC2)cc1 (stereo unspecified)
→ 1%, 9%, 0.1%, 9%, -11%[9.22 µM], 2%, -6%
- Cc1ccc(NC(=S)NC2CCCC2)cc1
→ 2%, 0%, -0.9%, 1%, 15%, 4%[38.3 µM], 0%[46.1 µM]
- CCn1c(=O)c2[nH]c(-c3ccccc3)nc2n(CC)c1=O
→ 2%, -12%, -0.1%, x, x, 2%, -3%[46.1 µM]
- Cc1ccc(OCc2nc(-c3ccccn3)n[nH]2)cc1
→ -6%, u, u, x, u, 26%[38.3 µM], -2%[46.1 µM]
- CCc1ccc2[nH]c(C(=O)Nc3ccc4c(c3)OCO4)cc2c1
→ x, -12%, 1.1%, -14%, -4%[9.22 µM], x, -5%
- COc1cccc(-c2cnc(OC(C)(C)C)nc2OC(C)(C)C)c1
→ 14%, 10%, -0.3%, x, -5%, 18%[38.3 µM], u
- Cc1ccc(NC(=O)C2CC(=O)n3ncnc3N2)cc1C (stereo unspecified)
→ 6%, 4%, -0.1%, -5%, u, u, 11%
- CCOc1ccc(Nc2nc(Cc3nnc(SCC(N)=O)o3)cs2)cc1
→ 0%, 1%, 0.0%, -5%, -12%, 12%[38.3 µM], -10%[46.1 µM]
- COc1ccc(CN(C)CC(=O)Nc2ccccc2-c2ccccc2)c(OC)c1
→ -3%, 1%, -1.4%, 38%[activator], 20µM*, 16%, -56%

Source: PubChem (National Center for Advancing Translational Sciences (NCATS))
